From PubChem BioAssay
PfHsp90 set2: inhibits growth of yeast expressing Plasmodium falciparum Hsp90; inhibition, % at 9.4 µM; S. cerevisiae expressing PfHsp90, BacTiter-Glo ATP, 48 h; yeast lacking PDR1 and PDR3 efflux regulators; AID 504621; 310,000 tested, 0.32% active;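 active = every replicate shows inhibition above about 80%, whatever the replicate mean, limit read from the data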;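 also: 0% = DMSO neutral controls and 100% = 20 µM radicicol positive controls; yeast relying on Plasmodium falciparum Hsp90 in place of its own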
Wnt bcat act: activators of Wnt/beta-catenin signaling; 300,000 tested, 1.2% active; Wnt/beta-catenin reporter cell assay, activator, plate reader; AID 743398; activation, % at 9.35 µM; in the data active = activation above about 30%, passing the limit was not always enough;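 also: 0% = neutral control wells and 100% = positive control wells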
AddAB inh: less growth of phage-infected E. coli with AddAB; AID 435030; E. coli expressing H. pylori AddAB, absorbance growth; inhibition, % at 11.9 µM; 330,000 tested, 0.29% active; in the data active = inhibition above about 12%;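 also: 0% = vehicle wells of infected cells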
phage Ecoli inh: E. coli growth loss with phage present; growth absorbance; inhibition, % at 11.9 µM; 360,000 tested, 0.26% active; AID 651602; in the data active = inhibition above about 11%
PvdQ acylase: P. aeruginosa PvdQ acylase inhibition; purified PvdQ acylase, fluorescence plate reader; inhibition, % at 10 µM; 340,000 tested, 0.063% active; in the data active = inhibition above about 30%, passing the limit was not always enough;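 also: 0% = vehicle neutral wells and 100% = reference inhibitor wells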
Ecoli viability: reduces bacterial viability in AddAB counter-screen. E. coli V3065 growth, OD600 absorbance, 18 h. inhibition, % at 11.9 µM. 330,000 tested, 0.27% active;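 active = inhibition above the campaign's mean inhibition across all tested compounds plus 3 SD, cut at about 9.9% in these data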;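 also: uninfected addAB+ strain grown without phage in ampicillin broth; 0% = DMSO wells and 100% = ciprofloxacin 0.95 µg/ml wells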
DAGLB inhibitor: diacylglycerol lipase beta (human) inhibition. AID 504411. inhibition, % at 5.17 µM. HEK293T DAGLB membrane lysate, EnzChek fluorogenic substrate. 340,000 tested, 0.059% active; in the data active = inhibition above about 34%;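 also: 0% = enzyme with vehicle and 100% = wells lacking enzyme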
Target sequence (Q8NCG7 whole entry, looked up): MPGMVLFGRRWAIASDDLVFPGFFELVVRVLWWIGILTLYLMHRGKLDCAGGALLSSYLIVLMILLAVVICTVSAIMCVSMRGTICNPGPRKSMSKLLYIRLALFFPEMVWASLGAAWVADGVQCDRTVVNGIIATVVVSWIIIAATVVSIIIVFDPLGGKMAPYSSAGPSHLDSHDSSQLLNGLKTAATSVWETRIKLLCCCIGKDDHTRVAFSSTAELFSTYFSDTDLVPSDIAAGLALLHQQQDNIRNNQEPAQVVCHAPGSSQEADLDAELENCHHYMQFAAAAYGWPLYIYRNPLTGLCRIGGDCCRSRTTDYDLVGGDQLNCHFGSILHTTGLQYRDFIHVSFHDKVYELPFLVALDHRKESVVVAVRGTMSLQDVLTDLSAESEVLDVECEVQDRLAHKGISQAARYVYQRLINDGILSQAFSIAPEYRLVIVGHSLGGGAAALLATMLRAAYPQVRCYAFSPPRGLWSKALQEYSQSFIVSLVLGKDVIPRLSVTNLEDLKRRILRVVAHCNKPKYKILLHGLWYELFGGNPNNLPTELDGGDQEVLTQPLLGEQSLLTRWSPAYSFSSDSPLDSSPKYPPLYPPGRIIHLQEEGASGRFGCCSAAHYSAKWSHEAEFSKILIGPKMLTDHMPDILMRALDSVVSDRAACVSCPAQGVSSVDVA
Rtt109 HAT inh: inhibitors of Candida albicans Rtt109/Vps75 histone acetyltransferase | 330,000 tested, 0.16% active | inhibition, % at 34.9 µM | purified Rtt109/Vps75, ThioGlo CoA-SH fluorescence, 4 h;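 active = inhibition of at least 50% in every replicate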
Target sequence (Q5AAJ8 whole entry, looked up): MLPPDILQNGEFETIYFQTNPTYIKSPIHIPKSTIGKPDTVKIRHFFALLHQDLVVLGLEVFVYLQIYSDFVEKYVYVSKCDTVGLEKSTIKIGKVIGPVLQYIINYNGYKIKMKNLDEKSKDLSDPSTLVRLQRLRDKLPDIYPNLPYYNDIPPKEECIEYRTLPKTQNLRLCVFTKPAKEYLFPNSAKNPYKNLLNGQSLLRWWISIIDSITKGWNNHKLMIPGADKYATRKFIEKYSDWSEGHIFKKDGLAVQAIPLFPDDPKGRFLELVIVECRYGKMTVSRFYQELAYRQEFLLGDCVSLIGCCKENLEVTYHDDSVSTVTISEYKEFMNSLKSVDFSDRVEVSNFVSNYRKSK
CAL PDZ inh: human CAL PDZ-peptide interaction inhibition; Q9HD26; purified CAL PDZ, TMR-peptide fluorescence polarization, 1 h; inhibition, % at 20 µM; 330,000 tested, 0.02% active; AID 504414;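 active = highest replicate inhibition of at least 40%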;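 also: plate controls were DMSO neutral control wells for no effect and unlabeled competitor peptide control wells for full effect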
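Test system: tagged CAL PDZ domain / Buffer or medium: sodium phosphate/NaCl buffer pH 7.4 with TCEP, IgG, Thesit / Reagent: TMR-labelled reporter peptide T*-PRC34 bound in PDZ groove / Compound dosing: single point, 20 µM / Schedule: 1 h incubation at room temperature before polarization reading / Technique: fluorescence polarization (mP) / Benchmarks: unlabelled peptide, DMSO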
Tat transport: blocks Tat-dependent protein export in E. coli; E. coli MC4100 TorA-mCherry Tat export, fluorescence; inhibition, % at 10 µM; AID 488895; 340,000 tested, 0.036% active;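 active = mean replicate inhibition at least 50% and at least half of replicates individually reaching 50%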;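 also: exported cargo escapes ClpAP degradation while cytoplasmic cargo is degraded and loses fluorescence; 0% = median of neutral control wells and 100% = median of NaSCN control wells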
The depositor's hits bear a star; nt = no result given.

A first look, 4 compounds:
SMILES	PfHsp90 set2	Wnt bcat act	AddAB inh	phage Ecoli inh	PvdQ acylase	Ecoli viability	DAGLB inhibitor	Rtt109 HAT inh	CAL PDZ inh	Tat transport
COc1nc(OC)nc(N2CCC(NC(=O)C(Cc3cccc(OC)c3OC)NC(C)=O)CC2)n1 (configuration not stated)	-10	-1	-0.8	0.5	0	-2.4	-3	-10	-0.1	-2
COc1ccc2nc(N=Nc3ccc(O)c4ccccc34)sc2c1	24	-4	2.6	2.8	-4	1.2	7	5	-0.5	3
O=C1c2ccccc2C(=O)N1CCCOc1ccccc1	-11	8	3.7	2.7	-5	0.5	-7	0	-0.8	3
COC(=O)c1ccccc1OCCCOc1ccc(C=O)cc1OC	15	nt	1.0	-0.6	-12	-1.2	-2	-1	-1.2	6

The whole of this part, from the first entry:
SMILES	PfHsp90 set2	Wnt bcat act	AddAB inh	phage Ecoli inh	PvdQ acylase	Ecoli viability	DAGLB inhibitor	Rtt109 HAT inh	CAL PDZ inh	Tat transport
COc1nc(OC)nc(N2CCC(NC(=O)C(Cc3cccc(OC)c3OC)NC(C)=O)CC2)n1 (configuration not stated)	-10	-1	-0.8	0.5	0	-2.4	-3	-10	-0.1	-2
COc1ccc2nc(N=Nc3ccc(O)c4ccccc34)sc2c1	24	-4	2.6	2.8	-4	1.2	7	5	-0.5	3
O=C1c2ccccc2C(=O)N1CCCOc1ccccc1	-11	8	3.7	2.7	-5	0.5	-7	0	-0.8	3
COC(=O)c1ccccc1OCCCOc1ccc(C=O)cc1OC	15	nt	1.0	-0.6	-12	-1.2	-2	-1	-1.2	6
Cc1nc(SCC(=O)Nc2ccccc2)c2oc3ccccc3c2n1	-3	nt	0.3	1.8	-18	2.1	-2	4	-0.7	-1
Cc1nn2c(-c3ccco3)nnc2c2ccccc12	nt	nt	2.2	0.8	-12	-1.2	0	nt	-2.6	5
COc1ccc(O)c(/C=N/Nc2nc3ccccc3[nH]2)c1	28	6	-3.3	3.5	-15	-1.5	-1	5	-2.9	-8
O=C(c1ccc2c(c1)N(Cc1ccccc1F)C(=O)c1ccccc1S2)N1CCOCC1	nt	2	0.2	2.0	nt	1.9	nt	nt	nt	nt
CC(NC(=O)C1CCC1)c1ccccc1 (configuration not stated)	nt	-2	2.4	1.3	7	-2.3	-3	11	0.1	0
O=C(Nc1ccccc1C(=O)N/N=C/c1ccco1)c1ccc(Cl)cc1	11	13	3.4	0.3	1	-3.2	-2	2	-0.3	6
COc1ccc(N2C(=O)CC(N3CCN(c4ccccc4F)CC3)C2=O)cc1 (configuration not stated)	4	1	0.4	1.2	0	-0.7	-3	-6	-2.3	6
CCOC(=O)c1ccc(NC(=O)C(=O)NCc2ccncc2)cc1	4	-1	1.8	2.0	1	-0.9	0	11	-1.8	-2
COc1cc(OC)cc(-c2c(-c3cccs3)c3cc(-c4ccc5[nH]ccc5c4)ccc3n2C)c1	-14	-11	-0.8	1.4	-4	-0.6	-2	-16	1.2	2
Cc1ccc2c(c1)C(=O)C(=O)N2Cc1ccc(C(F)(F)F)cc1	150*	-23	1.6	4.4	-20	3.2	-3	2	0.0	3
O=C1C(=O)N(C2CCCC2)C(=O)N1Cc1c(F)cccc1Cl	-33	-2	2.5	6.3	-8	1.7	-5	-3	nt	8
CCOC(=O)C1CCN(C(=O)COC(=O)c2cccc(F)c2)CC1	20	-3	0.2	3.2	-10	-0.3	0	-8	-0.2	3
COc1ccc2c3n(nc2c1)CCN=C3c1ccc(C)cc1	0	11	1.6	0.9	-5	0.1	-2	6	-1.2	-5
COc1ccccc1N1CC(C)(C)C(=O)N(C(=O)c2c(F)cccc2Cl)C1=S	-8	-3	2.8	0.5	-12	0.8	-5	1	-1.1	-1
Cc1cc2oc(=O)cc(C)c2cc1NC(=O)CCl	6	3	1.3	0.5	-1	-0.5	nt	2	-1.8	27
ON=C1c2ccccc2-c2cc(Br)ccc21	53	-7	nt	1.0	-6	nt	-6	-4	-0.6	0
CCn1c(C)c(C(C)=O)c(N2CCCCC2)nc1=S	nt	nt	2.4	2.1	7	-0.5	1	-12	1.1	1
C[C@H](OC(=O)N1CCN(C(c2ccccc2)c2ccccc2)CC1)[C@@H]1O[C@@]2(C)CCC[C@H]1O2	-8	-6	-3.4	3.4	-3	-1.6	-8	0	-1.4	2
COC(=O)c1sccc1NC(=S)N1CCC(C(N)=O)CC1	17	2	1.1	0.5	2	-0.4	-1	2	-2.4	-3
NS(=O)(=O)c1cccn1-c1ncc(C(F)(F)F)cc1Cl	-8	6	-1.2	2.2	-10	0.7	0	-6	-5.0	7
COc1ccccc1C(=O)Nc1nc2ccc(S(C)(=O)=O)cc2s1	-7	nt	-0.8	2.0	-7	-0.4	1	-5	-0.8	7
O=C(OCc1ccccc1)C1CCCN1C(=O)c1cccs1 (configuration not stated)	-6	nt	1.2	3.3	-6	0.8	0	-2	-1.0	-10
CCOC(=O)CSC(CC)C(=O)Nc1nnc(CC)s1 (configuration not stated)	8	2	-2.1	3.6	-12	2.9	2	-8	0.1	-13
CCCn1c(SCC(=O)Nc2ccc(F)c(Cl)c2)nc(O)cc1=O	-23	2	-0.5	1.6	5	-1.8	3	7	-0.3	-3
CCCn1c(SCC(=O)Nc2cc(S(=O)(=O)N3CCOCC3)ccc2Cl)n[nH]c1=O	6	-2	-0.2	0.6	-15	0.6	0	-2	-1.9	7
Fc1ccc(-c2csc3nnc(SCc4cccnc4)n23)cc1	-18	-1	2.8	4.2	-12	2.5	-1	2	-1.6	-2
CC(C)n1nnnc1SCC(=O)N(C)C1CCS(=O)(=O)C1 (configuration not stated)	-20	-2	-0.6	2.7	-11	0.3	-2	-1	1.2	-8
O=C(C1CC1(c1ccccc1)c1ccccc1)N1CCOCC1 (configuration not stated)	-3	-2	-0.5	3.5	-9	2.0	0	-6	-0.9	1
CC(=O)N(Cc1ccco1)C1(C(=O)NC2CCCC2)CCCCC1	13	-3	2.3	0.0	-7	-3.1	0	-7	-2.4	-2
COc1ccc(CNS(=O)(=O)c2ccc3c(c2)N(C(C)=O)CC(C)S3)cc1 (configuration not stated)	7	-3	-0.4	1.3	-8	-2.5	-6	-2	-2.2	-7
COc1cccc(/C=N/NC(=O)c2c(C)nc3ccc(Br)cn23)c1	6	-1	4.8	2.1	-4	0.1	-2	5	-2.3	-1
CN(c1ccccc1)S(=O)(=O)c1ccc(C(=O)N2CCCC(C(F)(F)F)C2)cc1 (configuration not stated)	-17	1	2.5	-1.7	3	0.4	-6	6	-3.4	0

Records listed above that bear a hit mark in PfHsp90 set2:
molecule,PfHsp90 set2,Wnt bcat act,AddAB inh,phage Ecoli inh,PvdQ acylase,DAGLB inhibitor,Rtt109 HAT inh,CAL PDZ inh,Tat transport
Cc1ccc2c(c1)C(=O)C(=O)N2Cc1ccc(C(F)(F)F)cc1,150*,-23,1.6,4.4,-20,-3,2,0.0,3

Next structures:
SMILES	PfHsp90 set2	Wnt bcat act	AddAB inh	phage Ecoli inh	PvdQ acylase	Ecoli viability	DAGLB inhibitor	Rtt109 HAT inh	CAL PDZ inh	Tat transport
Cc1cc(NC(=O)CN2CCc3ccccc3C2)nc2c1c(=O)oc1ccccc12	-5	-3	1.2	1.6	1	1.9	-1	2	-1.6	1
CC(C)c1nnc(NC(=O)CSc2nc3ccccc3s2)s1	nt	6	0.8	3.4	-5	2.6	-1	7	-2.1	-4
COCCNC(=O)c1c(N)n(CCC2=CCCCC2)c2nc3ccccc3nc12	-12	-4	0.2	-0.3	-1	-1.4	-1	-196	-0.4	10
Cc1ccc(C(=O)Nc2ccc(N3CCOCC3)cc2)cc1S(=O)(=O)N1CCCCC1	4	3	-0.8	1.9	-5	-1.1	-1	2	0.4	-7
Cc1ccc(N2C(=O)CC(c3c[nH]c4ccccc34)C2=O)cc1 (configuration not stated)	-6	-3	0.5	4.7	-7	-1.5	0	8	-0.4	5
CCOC(=O)c1c(NC(=O)CSc2nnc(C)c(=O)[nH]2)sc(C)c1-c1ccc(C)cc1	-15	1	0.0	1.4	-3	0.0	22	-5	-3.4	0
CCS(=O)(=O)c1ccc2c(c1)N(S(C)(=O)=O)CC(C(=O)NN)O2 (configuration not stated)	21	-1	5.8	5.3	-9	2.2	2	4	-0.9	1
O=C(NCc1cccnc1)c1cc(-c2cccs2)on1	nt	nt	3.1	2.2	0	-0.9	-2	-9	nt	4
Cc1ccc(N(CC(=O)NN=C2CCN(C)CC2)S(=O)(=O)c2ccc(C)cc2)cc1	15	-1	4.0	1.4	-17	2.2	-1	-13	-0.4	0
COc1cccc(N=c2oc3ccccc3cc2-c2nc3ccccc3[nH]2)c1	33	47*	2.2	1.7	-2	-0.6	-1	-4	-2.0	0
CCc1ccc(N2CC(C(=O)NNC(=O)c3ccc(F)cc3)CC2=O)cc1 (configuration not stated)	-16	0	2.9	3.0	-13	2.0	4	3	-3.9	7
CCCCN1C(=O)C(C(=O)OCc2ccccc2)CC2=C1CCCC2=O (configuration not stated)	-4	-1	nt	3.1	11	nt	-6	-2	0.7	-3

Some of these compounds in order of the PfHsp90 set2 value, lowest first:
smiles | PfHsp90 set2
CCc1ccc(N2CC(C(=O)NNC(=O)c3ccc(F)cc3)CC2=O)cc1 (configuration not stated) | -16
CCOC(=O)c1c(NC(=O)CSc2nnc(C)c(=O)[nH]2)sc(C)c1-c1ccc(C)cc1 | -15
Cc1ccc(N(CC(=O)NN=C2CCN(C)CC2)S(=O)(=O)c2ccc(C)cc2)cc1 | 15
CCS(=O)(=O)c1ccc2c(c1)N(S(C)(=O)=O)CC(C(=O)NN)O2 (configuration not stated) | 21

(more compounds)
SMILES	PfHsp90 set2	Wnt bcat act	AddAB inh	phage Ecoli inh	PvdQ acylase	Ecoli viability	DAGLB inhibitor	Rtt109 HAT inh	CAL PDZ inh	Tat transport
O=C(Cc1ccccc1)NC(NCCCN1CCOCC1)(C(F)(F)F)C(F)(F)F	-9	nt	-0.9	0.7	-2	-1.4	-2	-2	-0.4	5
CCc1cccc(C)c1NC(=O)CCCSc1nc2ccccc2s1	-19	-3	5.9	-0.5	-7	-1.6	-7	-13	-0.8	7
COc1c(OC)c(O)c2c(=O)c(O)c(-c3ccccc3)oc2c1OC	2	-2	6.7	4.9	-10	0.8	-8	7	-0.8	2
CCC1=NN(C(=O)CCc2ccccc2O)C(O)(C(F)(F)F)C1 (configuration not stated)	18	-2	3.5	0.0	3	2.8	-1	13	-0.6	1
O=C(C1CCCCC1)N1CCC(c2nc3ccccc3[nH]2)CC1	-12	nt	4.8	0.2	1	2.0	0	16	-0.7	-3
Cn1c2ccccc2c2n[nH]c(=S)nc21	2	2	-0.5	1.2	-8	-1.6	2	-4	-0.3	3
CC(C)c1ccccc1N1CC(C(=O)O)CC1=O (configuration not stated)	nt	0	-6.3	3.6	-3	1.1	1	5	-0.1	-7
CCS(=O)(=O)c1ccc(Sc2nncn2C)c([N+](=O)[O-])c1	7	0	0.1	2.3	-6	-0.3	-1	-12	0.6	-2
CC(OC(=O)C1CCN(S(=O)(=O)c2ccc(F)cc2)CC1)C(=O)NC1CCCCC1C (configuration not stated)	-8	5	-0.3	1.1	-7	-0.7	0	1	-2.6	-5

Hits appear at their usual frequency; about 1.9% have a hit in one of these screens.
